# From PubChem BioAssay
# pPAFAH inh – inhibitors of human plasma PAF acetylhydrolase (pPAFAH). Q13093. recombinant pPAFAH, FP-rhodamine probe fluorescence polarization. inhibition, % at 3.39 µM. actives 1.5% (n = 330,000). AID 463082;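 active means inhibition above the mean inhibition across the screen plus 3 SD, cut at about 25% in these data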;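 further: inhibitors block binding of the rhodamine activity-based probe so polarization drops; 0% = enzyme with DMSO and 100% = wells lacking pPAFAH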
# Target sequence (Q13093 whole entry, looked up): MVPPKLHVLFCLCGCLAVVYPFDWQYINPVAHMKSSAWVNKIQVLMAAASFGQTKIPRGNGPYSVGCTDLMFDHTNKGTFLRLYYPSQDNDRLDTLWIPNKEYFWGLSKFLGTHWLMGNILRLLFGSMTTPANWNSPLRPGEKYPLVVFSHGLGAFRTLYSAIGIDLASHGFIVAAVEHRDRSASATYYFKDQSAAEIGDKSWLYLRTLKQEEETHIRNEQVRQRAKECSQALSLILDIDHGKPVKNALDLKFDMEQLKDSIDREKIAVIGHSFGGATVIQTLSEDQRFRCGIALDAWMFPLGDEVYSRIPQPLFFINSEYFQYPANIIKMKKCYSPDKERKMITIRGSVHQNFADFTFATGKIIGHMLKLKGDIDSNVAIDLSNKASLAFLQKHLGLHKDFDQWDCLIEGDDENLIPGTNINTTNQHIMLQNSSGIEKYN
# LYPLA1 inh – counter-screen for PME1 inhibitors: inhibitors of human LYPLA1. O75608. recombinant LYPLA1, FP-Rh probe fluorescence polarization. inhibition, % at 5.9 µM. actives 0.16% (n = 320,000);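 active means inhibition above the mean of all tested compounds plus 3 SD, set per campaign, cut at about 14% in these data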;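 further: inhibitors block serine hydrolase probe labeling of LYPLA1 so polarization falls; 0% = enzyme with DMSO and 100% = wells lacking LYPLA1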
# PAFAH1B3 inh – PAFAH1B3 (human) inhibition | recombinant PAFAH1B3, FP-rhodamine probe, fluorescence polarization | inhibition, % at 3.39 µM | actives 0.28% (n = 340,000) | AID 492972;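 active means inhibition above the screen-wide average of all tested compounds plus 3 SD, cut at about 25% in these data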;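 further: 0% = enzyme with DMSO only and 100% = wells lacking PAFAH1B3 protein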
# PAD4 inh – inhibitors of human PAD4; recombinant PAD4, RCA probe fluorescence polarization; inhibition, % at 6.36 µM; actives 0.41% (n = 330,000);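 active means percent inhibition above a cutoff equal to the mean of all tested compounds plus 3 SD, cut at about 15% in these data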;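 further: 0% = PAD4 with RCA probe and DMSO and 100% = probe without PAD4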
# LYPLA2 counter – LYPLA2 (human) inhibition in PME1 counter-screen; O95372; recombinant LYPLA2, FP-Rh probe fluorescence polarization; inhibition, % at 5.9 µM; actives 0.38% (n = 320,000);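 active means inhibition above the screen-wide mean plus 3 SD, limit set per campaign, cut at about 26% in these data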;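 further: 0% = LYPLA2 with DMSO and 100% = wells lacking LYPLA2 enzyme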
# GSTO1 inh – blocks human GSTO1 in RBBP9 counter-screen | P78417 | recombinant GSTO1, activity-based probe fluorescence polarization | inhibition, % at 5.96 µM | actives 1.1% (n = 300,000) | AID 1974;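 active means inhibition above the campaign mean inhibition plus 3 SD, cut at about 35% in these data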;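 further: 0% = GSTO1-1 with DMSO and 100% = wells lacking GSTO1-1 enzyme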
# Target sequence (P78417 whole entry, looked up): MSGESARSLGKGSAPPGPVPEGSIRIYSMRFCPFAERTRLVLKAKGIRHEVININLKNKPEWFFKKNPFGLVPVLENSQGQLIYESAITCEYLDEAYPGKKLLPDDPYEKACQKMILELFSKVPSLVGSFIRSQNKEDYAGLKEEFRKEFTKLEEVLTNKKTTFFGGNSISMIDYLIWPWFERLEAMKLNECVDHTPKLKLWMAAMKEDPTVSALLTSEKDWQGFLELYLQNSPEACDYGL
# PREPL inhibitor – inhibitors of human prolyl oligopeptidase-like enzyme PREPL. Q4J6C6. recombinant PREPL, fluorescence polarization activity-based probe. inhibition, % at 5.96 µM. actives 0.68% (n = 320,000); in the data active means inhibition above about 43%;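 further: 0% = enzyme with DMSO and 100% = wells lacking enzyme; many of its hits are not listed in these tables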
# PME-1 primary – blocks human protein phosphatase methylesterase 1 | recombinant PME-1, FP-Rh probe fluorescence polarization | Q9Y570 | AID 2130 | inhibition, % at 5.9 µM | actives 0.53% (n = 320,000);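 active means inhibition above the campaign mean of all compounds plus 3 SD, cut at about 26% in these data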;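 further: competitive labeling of PME-1 active site by serine hydrolase directed probe; 0% = PME-1 with DMSO and 100% = wells lacking PME-1 enzyme; inhibitors block probe labeling so polarization falls and inhibition rises; many of its hits are not listed in these tables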
# Target sequence (Q9Y570 whole entry, looked up): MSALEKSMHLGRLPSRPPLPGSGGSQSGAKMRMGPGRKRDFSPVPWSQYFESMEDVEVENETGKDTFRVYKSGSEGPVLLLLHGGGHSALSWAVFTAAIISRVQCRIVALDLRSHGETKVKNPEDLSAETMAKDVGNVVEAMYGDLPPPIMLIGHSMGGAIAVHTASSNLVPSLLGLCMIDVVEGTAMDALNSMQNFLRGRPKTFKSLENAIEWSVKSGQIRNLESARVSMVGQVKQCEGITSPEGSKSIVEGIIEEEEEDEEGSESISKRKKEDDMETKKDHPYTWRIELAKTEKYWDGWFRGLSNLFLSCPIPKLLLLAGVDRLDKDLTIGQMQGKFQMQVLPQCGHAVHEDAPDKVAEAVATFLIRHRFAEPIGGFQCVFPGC
# PAFAH1B2 FP inh – PAFAH1B2 (human) inhibition. P68402. actives 1.2% (n = 340,000). inhibition, % at 3.39 µM. AID 492953. recombinant PAFAH1B2, FP-rhodamine activity probe, fluorescence polarization;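 active means inhibition above the mean of all tested compounds plus 3 SD, cut at about 24% in these data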;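 further: 0% = enzyme with DMSO and 100% = wells lacking PAFAH1B2; many of its hits are not listed in these tables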
# An asterisk follows results filed as active; . = not tested or not shown. An excerpt; the hit share may differ from the screen's.
SMILES,pPAFAH inh,LYPLA1 inh,PAFAH1B3 inh,PAD4 inh,LYPLA2 counter,GSTO1 inh,PREPL inhibitor,PME-1 primary,PAFAH1B2 FP inh
CCOC(=O)/C(=N\Nc1ccc(C(C)=O)cc1)c1csc(Nc2ccccc2)n1,8,7,-3,1,7,0,0,1,3
NC(=O)c1ccccc1NC(=O)CN1CCCCCC1,1,-1,5,1,0,1,1,0,4
CN(C)c1oc(-c2ccccc2Cl)nc1S(=O)(=O)c1ccccc1,9,1,12,5,4,19,6,8,-3
O=C(CN1CCOc2ccccc21)N1CCN(c2cccc(Cl)c2)CC1,6,-3,8,-5,0,10,42,-3,8
O=C(Nc1c(C(=O)Nc2cccc(F)c2)oc2ccccc12)c1ccc2c(c1)OCO2,-4,-3,-4,-2,-5,2,13,-5,-3
OCCC1CN(Cc2cccs2)CCN1Cc1ccccc1 (stereo unspecified),2,2,-6,3,-2,4,0,4,-3
COc1ccc(NC(=O)Cc2nnc(SCC(=O)Nc3cc(C)ccc3OC)n2C)cc1,2,4,7,1,2,4,5,-2,6
Cc1cc(C)nc(SCC(=O)Nc2ncccn2)n1,0,-4,.,2,-7,7,-3,-5,.
COc1ccc(CCNC(=O)COC(=O)Cc2c[nH]c3ccccc23)cc1OC,1,.,8,-5,.,.,16,.,4
CC(SCC(=O)O)c1nc2ccccc2[nH]1 (stereo unspecified),1,2,4,-3,9,-4,8,8,3
CCC(C)[C@H](NC(=O)OC(C)(C)C)c1nnc(SCc2c(C)[nH]c(=O)[nH]c2=O)o1 (stereo partly specified),1,0,-2,1,5,-5,-1,6,3
Cc1ccc(OCc2nnc(SCCN3CCOCC3)n2C)cc1,4,2,-8,0,9,-6,11,1,-2
CCC(=O)N(NC1=NS(=O)(=O)c2ccccc21)S(=O)(=O)c1ccc(C)cc1,2,4,4,-5,10,2,-3,-3,6
OCC[C@@H]1C[C@@H](O)[C@H](O)[C@@]2(CCc3ccccc3O2)O1,0,-1,1,-1,0,5,0,0,2
CCc1nc(SCC(=O)Nc2ccccc2OC)n[nH]1,-2,-2,5,1,-5,-10,-12,-2,-3
O=C(NNC(=O)c1cnccn1)c1cccc([N+](=O)[O-])c1,-6,1,10,1,-5,-5,14,-6,3
CN1CCC(NC(=O)c2cc(-c3cccc(Br)c3)nc3ccccc23)CC1,-6,-6,-1,-3,-7,1,-33,-7,5
C=CC[C@@H](CC(=O)N(CCO)Cc1ccccc1)C(=O)N[C@@H](COC(=O)[C@@H](CC=C)Cc1ccc(F)cc1)Cc1c[nH]c2ccccc12,10,.,4,-1,.,.,13,.,5
CS(=O)(=O)N1N=C(c2cccs2)CC1c1ccccc1F (stereo unspecified),1,2,7,-1,-1,10,-1,0,6
CC(C)(C)N1NC2(CCCCC2)NC1=S,-2,2,4,-2,-1,-1,-11,-4,4
Cc1cccc(NC(=S)N2CCCC2)c1,3,3,1,3,-3,1,-1,-1,-3
Cc1ccccc1NC(=O)CCCSc1nc2ccccc2s1,1,-2,2,-3,-2,-4,-2,1,3
C/C(=N\NC(=O)c1ccoc1C)c1ccc(Cl)s1,2,0,0,-3,5,2,-4,-3,2
CC(=O)c1c(C)[nH]c(C(=O)COc2ccc(C#N)cc2)c1C,5,-2,5,-1,6,2,7,7,5
C/C(=N\Nc1cc(N2CCOCC2)ncn1)c1cccc([N+](=O)[O-])c1,2,0,3,-11,-4,3,6,-7,0
O=C(c1cccc(S(=O)(=O)N2CCCC2)c1)c1nnc(-c2ccncc2)o1,7,-3,-1,2,-2,5,8,-2,4
COc1cccc(-c2noc(-c3ccoc3C)n2)c1,7,3,10,0,4,4,-8,-3,3
CC(C)c1nc(SCC(=O)c2c[nH]c3ccccc23)n[nH]1,0,-5,7,-5,-3,1,4,1,-3
COc1cccc(-c2nc(CS(=O)(=O)CC(=O)NCCN3CCOCC3)c(C)o2)c1,7,3,9,0,4,1,1,-6,1
CC1SC(=NC(=O)c2ccco2)NC1=O (stereo unspecified),-2,-1,2,5,7,1,22,-10,8
Fc1ccc(F)c(CN2CCN(c3ncccn3)CC2)c1,-2,-3,3,0,-4,3,4,1,1
Cc1cccc(C)c1NC(=O)CSc1nnc(-c2ccccc2)n1Cc1ccc2c(c1)OCO2,4,-1,1,-5,1,4,-1,-3,4
COc1ccc(/C(N)=N/OC(=O)c2ccc(C)c([N+](=O)[O-])c2)cc1,2,1,5,-2,11,1,13,2,-2
COc1cc(C=O)ccc1Oc1cnccn1,1,3,5,-1,-4,0,-7,-3,-3
O=C(COC(=O)c1cc(=O)[nH]c(=O)[nH]1)Nc1cccc(Cl)c1,-1,.,3,-4,.,.,9,.,4
COc1ccc(-n2c(=O)c3ccccc3n(Cc3cccc(C)c3)c2=O)cc1OC,6,2,6,0,4,-6,-6,1,1
CCOC(=O)C1CCN(C(=O)c2ccc3snnc3c2)CC1,3,-1,9,3,-4,-5,3,-2,1
Cc1ccc(-c2csc3ncnc(NCCC(=O)O)c23)cc1C,2,0,1,-3,-4,-2,-9,11,7
N#Cc1c(-c2ccccc2)[nH]c(=O)[nH]c1=O,-1,0,1,3,0,-1,13,1,1
COc1ccc2nc(SCC(=O)NCc3ccc(S(N)(=O)=O)cc3)[nH]c2c1,3,-7,3,-7,-6,1,5,2,2
O=C1CCC(=O)N1OCCCOc1ccccc1,6,-2,-2,-3,1,-2,-1,0,-2
CCN(CC(=O)NCc1ccc(Cl)cc1)C(=O)c1ccc(C#N)cc1,2,1,1,-1,-3,-3,-4,5,4
CCn1cc(Br)c(C(=O)Nc2ccc(OC)cc2)n1,5,-3,10,-1,7,3,-1,1,-4
Cc1ccccc1CSc1nnc2ccc(-c3ccncc3)nn12,-1,-4,1,-3,2,8,1,-1,0
COc1ccc(/C=N/Nc2nnc(-c3ccccc3)c(=O)[nH]2)cc1,2,-1,10,-2,5,-13,12,-36,2
CCOC(=O)c1c(C)n2c3c(cc(C)cc13)CCC2,-3,-4,8,-2,-10,0,-5,-3,6
FC(F)(F)c1ccc(NCCc2ccccc2)nc1,-2,-3,3,0,2,-1,-1,2,1
Cn1c(Nc2ccc(Cl)cc2)cc(=O)n(C)c1=O,-1,2,3,0,6,-1,20,4,2
O=C(CSc1nnc(-c2c[nH]c3ccccc23)o1)N1CCCCC1,7,-1,-7,-3,-3,3,-3,3,-2
CC(Oc1ccccc1)C(=O)NC1CC(C)(C)NC(C)(C)C1 (stereo unspecified),9,1,-2,-2,7,-2,1,-1,0
COc1ccccc1N1CCN(Cc2cc(=O)c(OCC#N)co2)CC1,2,-2,6,1,0,-5,-1,2,5
O=C(c1cc(-c2ccncc2)nc2ccccc12)N1CCN(Cc2ccccc2)CC1,-5,.,3,-2,.,.,23,.,4
COc1ccc(N2CC(C(=O)N[C@@H](C)C(=O)NC(C)c3ccccc3)CC2=O)cc1 (stereo partly specified),3,-1,1,4,-3,-9,16,-2,4
CCCNC(=O)CSc1nc2[nH]ncc2c(=O)[nH]1,-4,-3,7,7,-4,7,-6,3,4
CCCC/C=C/[C@H](c1ccccc1)[C@H](CO)Cc1cccnc1,6,0,2,-7,-3,-2,6,-4,1
COc1ccc(CC2(CO)CCN(Cc3c(C)nn(C(C)C)c3C)CC2)cc1,3,-1,8,-6,-6,2,0,1,-1
Cc1cc(NC(=O)c2ccccc2O)nc(C)n1,-3,-2,6,-5,-3,-1,8,8,7
O=C1CC(N2CCN(c3nc4ccccc4s3)CC2)C(=O)N1Cc1cccs1 (stereo unspecified),3,0,5,4,-1,-1,2,3,0
O=C(Nc1ccc(Cl)cc1)N1CCN(Cc2ccc3c(c2)OCO3)CC1,8,3,1,0,8,-8,21,5,0
Cc1nn(-c2ccc(C(=O)O)cc2)c(N)c1-c1ccccc1,6,4,4,-1,4,0,4,2,0
# Next part
SMILES,pPAFAH inh,LYPLA1 inh,PAFAH1B3 inh,PAD4 inh,LYPLA2 counter,GSTO1 inh,PREPL inhibitor,PME-1 primary,PAFAH1B2 FP inh
CCOC(=O)c1c(NC(=O)c2ccc(Br)o2)sc2c1CCCC2,7,0,2,4,-3,-1,6,-3,-2
NC(=O)NC(CC(=O)Nc1cccnc1)c1cccc(Br)c1 (stereo unspecified),3,-2,0,0,3,7,7,-5,2
Cc1cccc(OCCCC(=O)Nc2ccc(Cl)c(S(=O)(=O)N3CCOCC3)c2)c1,2,-8,-4,-3,-6,.,4,-1,-4
O=C(Nc1ccc(Oc2cccc(C(F)(F)F)c2)nc1)c1ccccc1,-1,-5,5,-1,-10,-1,18,-8,1
CCC1CCCCN1C(=O)c1nn2cccnc2c1Cl (stereo unspecified),1,0,3,-4,2,3,1,4,-4
CCOC(=O)c1sc2nc(CC(=O)OC)nc(NCc3ccc(Cl)cc3)c2c1C,0,-4,3,-1,-9,4,3,-1,3
O=C(NCCc1c[nH]c2ccccc12)C(=O)Nc1ccccc1,3,-1,-3,1,8,0,4,3,-4
Cc1nc2ccc(Br)cn2c1C(=O)N/N=C\c1ccccc1[N+](=O)[O-],-1,0,.,-2,-1,2,-4,-4,.
O=C(CN1C(=O)c2ccccc2C1=O)Nc1cccc([N+](=O)[O-])c1,7,1,0,-2,18,0,3,4,2
O=C(CCc1nnc(COc2ccccc2)o1)NCc1ccccc1,3,-1,3,-7,0,2,17,4,7
CCOc1ccc(NC(=O)CC2C(=O)N(c3cccc(OC)c3)C(=O)N2C(C)C)cc1 (stereo unspecified),-3,7,2,-7,4,-2,2,2,8
CCC1Oc2ccc(C)cc2N(Cc2cccc(C)c2)C1=O (stereo unspecified),-4,-2,1,-4,-2,6,12,2,6

# Molecules listed so far that contain a COOH group, in the order listed:
SMILES,pPAFAH inh,LYPLA1 inh,PAFAH1B3 inh,PAD4 inh,LYPLA2 counter,GSTO1 inh,PREPL inhibitor,PME-1 primary,PAFAH1B2 FP inh
CC(SCC(=O)O)c1nc2ccccc2[nH]1 (stereo unspecified),1,2,4,-3,9,-4,8,8,3
Cc1ccc(-c2csc3ncnc(NCCC(=O)O)c23)cc1C,2,0,1,-3,-4,-2,-9,11,7
Cc1nn(-c2ccc(C(=O)O)cc2)c(N)c1-c1ccccc1,6,4,4,-1,4,0,4,2,0

# Additional records:
SMILES,pPAFAH inh,LYPLA1 inh,PAFAH1B3 inh,PAD4 inh,LYPLA2 counter,GSTO1 inh,PREPL inhibitor,PME-1 primary,PAFAH1B2 FP inh
C=CCc1cc(C=O)cc(OCC)c1O,-1,2,-2,-2,2,-9,-1,-4,-1
N#C/C(=C\c1cccnc1)C(=O)Nc1ccc(O)cc1F,9,7,12,18*,3,-4,9,8,7
COc1ccc2c(c1)c(C(=O)CN1CCc3ccccc3C1)c(C)n2C,-2,0,7,-5,1,0,15,6,5
Cc1cccc(N2C(=O)CC(Sc3nnc(C)s3)C2=O)c1 (stereo unspecified),-3,-6,1,-4,-9,-1,6,1,0
O=C(Nc1cccc2nsnc12)c1ccc2c(c1)OCO2,6,1,6,-3,5,9,-12,0,3
C1=CCN(Cc2ccccc2)C1,-4,1,5,-1,1,4,-4,0,3
CC1(C)NC(=O)N(CC(O)CN(Cc2ccccc2)Cc2ccccc2)C1=O (stereo unspecified),2,0,2,-5,7,5,8,2,7
CN1C(=O)[C@H]2[C@@H](C3CC3)N3C(=O)CN(Cc4ccc(-c5ccccc5)cc4)C(=O)[C@@]3(C)[C@H]2C1=O,5,-1,-2,0,2,3,-2,-5,2
CCc1ccc(-n2c(=O)c3ccccc3n(CC(=O)NCc3ccco3)c2=O)cc1,-10,2,6,-12,-1,-10,-1,-4,2
